# TNAP activation fold: stimulation of alkaline phosphatase TNAP activity – biochemical, luminescent, no phosphate acceptor, uHTS, primary screen (AID 1001); purified TNAP, luminescent activation assay, no phosphate acceptor; higher activation fold means a stronger effect; 0.03% of 200,000 active; activation fold at 20 µM, or EC50 in µM where a hit was titrated; in the data active = activation fold from about 3, or a potency from the dose series; inactive = the rest, 99 in 100 with activation fold below about 1.6; also: many of its hits are not listed in these tables
# T cell modulator: T cell immune modulators affecting CD8 T cell-vesicle binding; calls only at 7 µM; 0.068% of 330,000 active; AID 2052; 2C CD8+ T cell-vesicle binding, flow cytometry; hits give low values;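 active = response, share of CD8 T cells binding vesicles, and their 90th percentile fluorescence all below set limits, cut at about 80% in these data, passing the limit was not always enough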
#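 Test system: purified 2C TCR transgenic mouse naive CD8+ T cells. Probe or stimulus: QL9-peptide-loaded Drosophila micro-vesicles bearing Ld, ICAM-1 and B7-1. Incubation: binding step 1.5 h, 37 °C, antibody labelling 20 min, ice. Measured by: flow cytometry of vesicle-bound cells.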
# NTR1 ag: NTR1-driven beta-arrestin-GFP spot formation – imaging, U2OS cells, high content, primary screen (AID 493036) | agonist mode | 0.17% of 330,000 active | activation, % at 20 µM | P30989;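 active = activation at or above 40% of the spot to cytoplasm intensity ratio, with at least 20 cells analyzed; inconclusive = wells under 20 cells, flagged as cytotoxic or low count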;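 also: 0% = DMSO without peptide and 100% = 100 nM NTR1 peptide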
# Target sequence (P30989 whole entry, looked up): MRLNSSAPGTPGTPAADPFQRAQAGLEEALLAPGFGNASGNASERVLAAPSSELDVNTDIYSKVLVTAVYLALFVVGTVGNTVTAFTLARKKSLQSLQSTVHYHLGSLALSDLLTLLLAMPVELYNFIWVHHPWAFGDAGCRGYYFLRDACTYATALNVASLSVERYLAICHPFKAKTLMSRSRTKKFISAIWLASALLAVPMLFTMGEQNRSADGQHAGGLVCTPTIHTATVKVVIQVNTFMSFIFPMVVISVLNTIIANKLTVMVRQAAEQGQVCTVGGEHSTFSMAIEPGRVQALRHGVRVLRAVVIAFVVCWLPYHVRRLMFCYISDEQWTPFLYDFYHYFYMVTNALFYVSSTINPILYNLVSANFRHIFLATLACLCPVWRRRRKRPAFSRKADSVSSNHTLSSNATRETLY
# Myeloid diff MLP: compounds promoting myeloid differentiation; ER-HoxA9 myeloid progenitors, lysozyme-GFP differentiation, flow cytometry; calls only at 10 µM; 1% of 360,000 active;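 active = normalized GFP-positive differentiation at or above the plate's own cutoff, the solvent-only control mean plus 3 SD; inconclusive = no clear call, values can overlap the other calls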;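 also: cells exposed to compound for four days before flow analysis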
# Rac1 GTP hydrolysis: MgcRacGAP GTPase-activating activity inhibitors, confirmation, biochemical, ADP Hunter fluorescence; inhibition, % at 30 µM, or IC50 in µM where a hit was titrated; 0.6% of 340,000 active; MgcRacGAP-stimulated Rac1 GTP hydrolysis, ADP Hunter fluorescence; higher % means a stronger effect; GST-tagged Rac1 F28L mutant substrate; AID 624330;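 active = first-screen hits whose inhibition reached a set limit at any dose in the follow-up dose series; inconclusive = inhibition above the set first-screen limit but never retested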;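 also: fluorescence reports GDP produced by GAP-driven GTP hydrolysis; strong numbers were not always called active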
# UTI89 phage lysis: protection from phage-mediated lysis, alamar blue read-out – E. coli UTI89, K1F phage, bacterial capsule biogenesis inhibitors (AID 488966); E. coli UTI89 K1F phage lysis, alamar blue, 2 h; higher % means a stronger effect; inhibition, % at 100 µM; hits with a dose series show IC50 in µM; 0.02% of 340,000 active;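 active = phage lysis inhibition, versus mean bacterial control, above a set limit; inconclusive = no clear call, values can overlap the other calls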;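 also: capsule biogenesis inhibitors block K1F phage lysis so surviving cells raise fluorescence; higher fluorescence means more inhibition of phage lysis; actives were called in the ten point dose series up to 300 µM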
# RSV antiviral HEp-2: RSV antiviral activity via CPE protection, HEp-2 cells, primary 10 µM value included (AID 2391). HEp-2 cells, RSV-induced CPE inhibition; higher % means a stronger effect. 0.13% of 310,000 active. CPE inhibition, % at 10 µM; hits with a dose series show IC50 in µM; in the data active = a potency from the dose series; inconclusive = CPE inhibition mostly from about 23% at the one dose, without a potency; inactive = the rest, 99 in 100 with CPE inhibition below about 21%; also: strong numbers were not always called active
# Salmonella PhoP GFP: inhibitors of PhoP regulon expression, primary screen, Salmonella Typhimurium, GFP reporter (AID 1863). S. Typhimurium PhoP-regulated promoter GFP reporter, 4 h; higher % means a stronger effect. inhibition, % at 50 µM; hits with a dose series show IC50 in µM. 0.16% of 300,000 active;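 active = inhibition over 29.93%, a cutoff 3 SD above the screen mean, later confirmed by dose response; inconclusive = inhibition over 29.93% but no dose response follow-up; inactive = inhibition at most 29.93% or unconfirmed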;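 also: 0% = low Mg2+ inducing control and 100% = high Mg2+ repressing control; strong numbers were not always called active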
# Large T inhibition: SV40 large T antigen inhibitors, biochemical (AID 1903). SV40 large T antigen ATPase/helicase inhibition assay; higher % means a stronger effect. inhibition, % at 20 µM, or IC50 in µM where a hit was titrated. 0.39% of 310,000 active; in the data active = a potency from the dose series; inconclusive = inhibition mostly from about 32% at the one dose, without a potency; inactive = the rest, 99 in 100 with inhibition below about 32%; also: strong numbers were not always called active
# T cell modulator vesicle-bound %: recorded beside T cell modulator, whose call it bears; double positive events, %; measured here: CD8+ vesicle-bound cell fraction;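 binding gate set so that unloaded-vesicle control wells show 10% double positive cells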
# NTR1 ag cell count 20 µM: also measured in NTR1 ag; calls as there; cell count; measured here: cell count, cytotoxicity flag
# Myeloid diff MLP GFP+ MAC1+ %: also measured in Myeloid diff MLP; calls as there; GFP+ MAC1+ double positive, %; measured here: differentiation confirmed by MAC1 staining
# An asterisk follows results filed as active; i = inactive; ? = inconclusive; / = no result given; [ ] = dose if it differs, or a comment.
compound	Myeloid diff MLP GFP+ MAC1+ %	RSV antiviral HEp-2	NTR1 ag cell count 20 µM	UTI89 phage lysis	Large T inhibition	NTR1 ag	TNAP activation fold	T cell modulator	Myeloid diff MLP	Rac1 GTP hydrolysis	T cell modulator vesicle-bound %	Salmonella PhoP GFP
COc1ccc(-c2cn(-c3ccc(C)cc3)c(=O)n2CC(=O)Nc2ccc(OC)cc2OC)cc1	2.9	1.5%	79	-0.4%	8.7%	-0.9	1.2	i	i	-7.1%	4.9	7.2%
COc1ccc(-c2[nH]ncc2CN(C)Cc2c(C)n[nH]c2C)c(OC)c1	0.4	-1.5%	49	0.5%	-5.1%	-1.1	1.1	i	i	7.0%	32.7	-7.5%
Cc1ccc(S(=O)(=O)NCCc2ccncc2)cc1	0.9	-0.1%	88	0.2%	1.4%	-3.3	1.1	i	i	8.0%	52.0	-8.9%
CCOC(=O)N1CCN(c2nc3ccc(C(=O)c4ccccc4)cc3n3cnnc23)CC1	0.3	5.0%	57	0.1%	9.9%	8.8	/	i	i	-9.6%	34.6	-2.0%
COCc1nnc(NC(=O)CCC2CCCCC2)s1	12.8	4.0%	70	-3.4%	15.1%	3.5	1	i	i	0.6%	46.0	5.8%
CC1(C(=O)NC2CCCCC2)CCC(=O)N1Cc1cccnc1 (centres undefined)	1.6	1.7%	95	0.2%	3.9%	1.1	1.1	i	i	-2.0%	46.8	9.4%
Cc1ccc(S(=O)(=O)N2CCCCC2CCNC(=O)C(=O)NCCc2ccco2)cc1 (centres undefined)	/	0.4%	59	0.2%[50 µM]	14.1%	1.0	/	i	?	3.4%	34.2	-5.0%
O=C(CCN1C(=O)/C(=C/c2ccccc2)SC1=S)N[C@@H](CO)Cc1ccccc1	7.7	3.8%	63	-0.1%	4.7%	12.4	/	i	i	-2.2%	1.2	4.2%
CCCn1c(C)cc(=O)c2cc(NC(=O)c3cnccn3)ccc21	2.3	4.7%	99	1.2%	-0.3%	-2.1	1	i	i	11.4%	57.6	-2.8%
Cc1ccc2nc(NC(=O)COC(=O)c3ccncc3)sc2c1	1.2	7.0%	54	0.3%	10.6%	-1.0	1.2	i	i	8.4%	36.8	-5.3%
CC1=C(C(=O)OCCCCCl)C(c2cc3c(cc2Br)OCO3)NC(=O)N1 (centres undefined)	0.8	1.7%	72	-1.4%	13.8%	0.7	/	i	i	-8.1%	51.3	1.9%
CCOC(=O)c1c(NC(=O)CSc2nnc(Cc3csc(N)n3)n2C)sc(C)c1C	1.3	1.4%	55	0.0%[50 µM]	5.7%	2.1	1.1	i	i	10.3%	43.3	20.3%
Cc1cccc(N2CCN(C(=O)C3CCCN(S(=O)(=O)c4c(C)noc4C)C3)CC2)c1C (centres undefined)	8.3	3.1%	90	0.2%	3.4%	-0.6	/	i	i	-2.0%	39.3	/
COc1ccc(-c2c(C)oc3c(CN4CCOCC4)c(O)ccc3c2=O)cc1OC	0.3	0.3%	70	-0.5%[50 µM]	2.0%	0.2	/	i	i	13.1%	38.5	12.4%
CC(C)C[C@H](NC(=O)C1CCN(S(=O)(=O)c2ccccc2)CC1)C(=O)NCc1cccnc1	2.1	1.0%	57	0.0%	9.8%	-1.8	/	i	i	-1.3%	29.7	-0.8%
CSc1ccccc1OCc1cc(C(=O)NCc2cccc(C)n2)no1	/	-1.2%	58	5.0%	12.8%	0.0	/	i	?	10.2%	18.9	-5.6%
Cc1ccccc1-n1c(-c2ccco2)n[nH]c1=S	0.5	0.2%	84	-0.1%	7.9%	0.7	1	i	i	4.9%	50.3	1.2%
CC(=O)Nc1ccc(S(=O)(=O)Nc2cccc(-c3cn4cccnc4n3)c2)cc1	0.0	-0.5%	18	-1.2%	4.9%	-0.2	1.1	i	i	8.0%	39.4	2.9%
O=C(Cn1ncc(N2CCOCC2)c(Br)c1=O)c1ccc(Cl)cc1	0.5	-1.3%	48	-0.3%	8.7%	2.9	1	i	i	4.4%	30.5	5.2%
Cc1ccc(CN2C(=O)CCC2C(=O)NCc2ccco2)cc1 (centres undefined)	0.7	/	49	0.2%	0.7%	0.9	1.1	i	i	14.2%	25.6	8.0%
O=C(O)c1ccc2c(c1)C(=O)N(c1cc([N+](=O)[O-])ccn1)C2=O	0.4	0.2%	104	0.2%	10.8%	-0.2	/	i	i	-0.8%	62.3	7.5%
Cn1ccnc1SCCNC(=O)C1CCC(=O)N(Cc2ccc(Cl)cc2)C1 (centres undefined)	2.4	6.0%	56	0.3%	10.8%	1.0	/	i	i	2.3%	20.2	-4.9%
O=C1Nc2cc(Cl)c(Cl)cc2N(O)N1c1cccc(Cl)c1	4.4	-0.2%	52	2.8%	21.6%	0.0	1.1	i	i	4.3%	23.0	-2.9%
CCn1c(SCC#N)nc2ccccc2c1=O	0.3	1.1%	51	0.1%	11.8%	-0.9	/	i	i	-4.4%	55.5	-10.8%
CCOC(=O)CSc1nc2sc3c(c2c(=O)n1-c1ccc(OCC)cc1)CCN(C)C3	0.8	1.2%	107	-0.4%[50 µM]	14.1%	3.5	/	i	i	9.9%	14.1	7.4%
Cn1cccc1C(=O)OCC(=O)N1CCN(c2ccccc2)CC1	1.2	/	70	1.2%	/	0.1	/	i	i	2.1%	16.7	/
CC1Sc2ccc(S(=O)(=O)CCC(=O)NC3CCCCCC3)cc2NC1=O (centres undefined)	1.6	-1.0%	57	0.2%	2.0%	3.6	/	i	i	-1.5%	18.0	-6.2%
CSC1=NC2(CC(c3ccccc3)Oc3cc(O)ccc32)CC(C)(C)N1 (centres undefined)	1.2	0.5%	67	0.0%	6.4%	-0.2	1.1	i	i	4.5%	29.3	-1.1%
CC1(C)CC(=O)C=C(c2ccc(-c3ccccc3)cc2)C1	1.3	0.8%	61	3.5%	/	3.0	/	i	i	5.2%	24.6	/
CC1(C)CC(=O)C2=C(C1)OC(N)=C(C#N)C21C(=O)N(Cc2ccccc2Cl)c2ccccc21 (centres undefined)	0.5	13.1%	51	-0.1%	8.0%	6.8	1.2	i	i	-0.2%	57.6	-0.3%
Nc1nc2c(F)cccc2s1	1.5	0.7%	72	1.3%[50 µM]	2.4%	-0.6	1	i	i	5.6%	37.7	8.0%
COc1cccc(C(=O)NC2(C(F)(F)F)N=C3SCCN3C2=O)c1 (centres undefined)	2.2	0.5%	77	-0.1%	-6.2%	1.9	1.1	i	i	8.6%	35.0	-11.4%
CC1=NN(c2ccc([N+](=O)[O-])cc2)C(=O)/C1=C\N(C)C	0.3	-0.3%	34	3.6%	-4.2%	0.5	1.1	i	i	7.9%	40.1	10.2%
CCC(=O)N/C(=N/c1nc(C)cc(C)n1)Nc1ccc(OC)cc1	9.6	1.6%	61	2.8%	-1.6%	3.4	1	i	i	0.2%	49.6	0.7%
CCc1nnc(NS(=O)(=O)c2ccc(NC(=S)NC(=O)/C=C/c3ccc(C(C)C)cc3)cc2)s1	6.9	46.2%	52	-0.2%	7.7%	5.3	0.9	i	i	26.3%	40.9	1.3%
CCC(NC(=S)Nc1ccccc1)C(=O)O (centres undefined)	0.4	-0.7%	51	5.5%	10.7%	1.1	1.1	i	i	3.1%	38.7	-5.6%
Oc1cccc(Nc2ncnc3ccccc23)c1	/	-1.6%	54	0.3%	-65.1%	-0.2	1.1	i	/	-1.9%	8.0	4.4%
CCc1ccc(OCC(O)CN2CCN(c3ccc(OC)cc3)CC2)cc1 (centres undefined)	0.7	-0.1%	79	2.1%[50 µM]	4.9%	-1.0	/	i	i	/	22.2	13.5%
Cc1ccc2nc3c(cc(C(=O)NC4CCCCC4)c(=N)n3C3CCCCC3)c(=O)n2c1	0.3	1.0%	48	0.2%	7.0%	9.8	/	i	i	-0.8%	43.0	4.5%
C[C@@H]1CN([C@@H](C)CO)C(=O)c2cc(NC(=O)Nc3ccc4c(c3)OCO4)ccc2O[C@H]1CN(C)S(=O)(=O)c1cn(C)cn1	0.5	/	66	0.8%	/	0.9	/	i	i	11.5%	15.6	/
COc1ccccc1CCc1nnc(N)s1	0.4	0.2%	63	3.9%	7.8%	0.1	/	i	i	12.1%	58.4	-1.8%
Cc1ccc(NC(=O)c2cc([N+](=O)[O-])ccc2NCc2cccnc2)cc1Cl	0.9	8.2%	46	0.3%	8.1%	7.0	1.1	i	i	9.9%	58.0	-4.4%
Cc1cccc(NC2=C/C(=N/S(=O)(=O)c3cccs3)c3ccccc3C2=O)c1	/	1.4%	/	2.2%	1.2%	/	0.8	i	/	0.4%	39.9	15.2%
COc1ccc(C(=O)Nc2ncccc2C)cc1S(=O)(=O)N1CCCc2ccccc21	1.2	2.0%	59	0.2%[50 µM]	12.9%	1.4	/	i	i	0.3%	27.0	2.7%
O=C(Cn1ccc2ccccc2c1=O)NCCC(=O)N1CCN(c2cccc(C(F)(F)F)c2)CC1	1.0	19.1%	59	0.0%	1.2%	1.6	1.1	i	i	8.0%	49.2	12.4%
CC(C)OC(=O)c1cccnc1N1CCN(c2cccc(Cl)c2)CC1	0.3	11.3%	74	0.1%	3.8%	1.7	1.1	i	i	6.5%	53.1	9.4%
CCNc1nc(NC(C)C)nc(OCCNS(=O)(=O)c2cc(C)ccc2C)n1	0.6	-0.4%	41	-0.4%	-2.4%	0.5	1.1	i	i	5.1%	43.5	-6.8%
CCCn1c(NC(=O)C2CCN(S(=O)(=O)c3cccs3)CC2)nc2ccccc21	0.6	-1.4%	51	7.1%	2.4%	2.3	1	i	i	5.1%	15.8	14.8%
O=C1C=CN(C(=O)Oc2ccccc2)CC1	0.3	0.9%	73	2.3%[50 µM]	-1.6%	3.0	1.1	i	i	2.5%	41.3	-6.4%
C=C1C2(C(=O)NCc3ccco3)CCC(C2)C1(C)C (centres undefined)	1.6	0.3%	93	6.3%	-3.3%	-0.9	1.1	i	i	9.9%	42.1	-5.7%
CCN(Cc1ccccc1)C(=O)CSc1nncn1C	0.3	-1.0%	53	-0.3%	23.8%	-1.3	1.2	i	i	1.9%	58.2	-0.7%
Cc1nc(NC(=O)c2ccc([N+](=O)[O-])cc2Cl)sc1C(=O)N(C)C	0.3	1.1%	33	-0.5%	17.1%	0.5	1.1	i	i	8.6%	49.0	-5.1%
CSCCC1NC(=O)N(CC(=O)Nc2ccc(Cl)c(S(=O)(=O)N3CCOCC3)c2)C1=O (centres undefined)	0.8	/	50	-2.3%	/	1.4	/	i	i	4.8%	50.9	/
